Source: PubChem (Small Molecule Screening Facility, UW Madison)
SSB-PriA inh – inhibitors of Klebsiella pneumoniae PriA binding to SSB C-terminal tail; inhibition, % at 33 µM; AlphaScreen SSBct-PriA binding, biotinylated peptide; hit rate 0.6% among 430,000; in the data active means inhibition mostly above about 37%, no sharp cut-off; inactive means mostly below about 20%;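 further: plate controls were negative control peptide for no effect and reference peptide for full effect; strong numbers were not always called active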
* = called active by the depositor; & = joins results of further samples.

SMILES | SSB-PriA inh
CC(C)(C)c1ccc(C(=O)NCCn2ncc3c(=O)n(Cc4ccccc4F)cnc32)cc1 | 7
O=S(=O)(c1ccccc1C(F)(F)F)N1CCCC(c2nnc(-c3ccccc3F)s2)C1 (stereo not given) | 0
O=C(NCC1CCN(c2cnccn2)CC1)c1ccsc1 | -8
Brc1ccccc1-c1noc(-c2cn[nH]c2-c2ccccc2)n1 | -4
C[C@H]1CN(S(=O)(=O)c2ccc3ccccc3c2)CCN1S(=O)(=O)c1ccc2ccccc2c1 | -20
CCc1nnc(-c2ccc(NC(=O)c3ccc(S(=O)(=O)N(CC)CC)cc3)cc2)o1 | -1
COC(CNC(=O)c1c(C)nc2ccccn12)c1ccc(C)s1 (stereo not given) | 2
Cc1ccc(C)c(NC(=O)CCCn2nc(-c3ccc(Cl)cc3)ccc2=O)c1 | 0
Cc1ccc(C)c(C(=O)Nc2ccc3c(c2)CCC(=O)N3CC(C)C)c1 | -11
COc1cc(C(=S)N2CCN(C(=S)c3ccc(N(C)C)cc3)CC2)cc(OC)c1OC | -13
O=C(c1cccnc1)N1CCC[C@H](S(=O)(=O)c2ccc(F)cc2)C1 | -2
C=CCc1cccc(C=Nc2ncccc2O)c1O | 7
COc1ccc(OCC(O)CSc2ccccn2)c(C(C)(C)C)c1 (stereo not given) | -20
O=C(Nc1nnc(N=Cc2ccco2)s1)c1ccc(F)cc1 | -3
COc1ccc(-c2cc3c(=O)[nH]nc(SCc4cc(=O)n5ccccc5n4)n3n2)cc1OC | -7&-1
Cc1nc(-c2cccnc2)sc1CCNS(=O)(=O)c1ccc(Br)cc1 | -8
COc1ccc(NS(=O)(=O)c2cccc3c(S(=O)(=O)Nc4ccc(OC)cc4OC)cccc23)c(OC)c1 | -18
COc1ccc(C=NNS(=O)(=O)c2ccc(Cl)cc2)cc1COc1ccccc1[N+](=O)[O-] | 2
CC(=NNC(=O)Cn1c(-c2ccccn2)nc2ccccc21)c1cccc(O)c1 | 1
COc1ccc(OC)c(S(=O)(=O)Nc2ccc3c(c2)N(S(=O)(=O)c2ccccc2)CCC3)c1 | -9
CC(C)(C)n1nc2c(c1NC(=O)C1(c3ccc(Cl)cc3)CCCC1)CSC2 | -9&1
O=C(Nc1nc(-c2cccs2)c(C(=O)C(F)(F)F)s1)c1ccc(S(=O)(=O)N2CCCC2)cc1 | -11
COc1cc(/C=C\C(=O)N2CCN(c3ncnc4c3nnn4Cc3ccccc3)CC2)cc(OC)c1OC | 6
Cc1ccc(S(=O)(=O)c2nc(S(=O)(=O)Cc3ccccc3)sc2NCc2ccco2)cc1 | -10
O=C(CCCSc1ccc(NC(=O)c2cccs2)nn1)Nc1cnc2ccccc2c1 | -6

The list goes on; the last 2 above are carried over.
SMILES | SSB-PriA inh
Cc1ccc(S(=O)(=O)c2nc(S(=O)(=O)Cc3ccccc3)sc2NCc2ccco2)cc1 | -10
O=C(CCCSc1ccc(NC(=O)c2cccs2)nn1)Nc1cnc2ccccc2c1 | -6
Cc1ccc(N(C)S(=O)(=O)c2ccsc2-c2nc(-c3ccccc3Cl)no2)cc1F | -7
CCOc1ccc(-c2nc(CSc3nc4ccccc4c(=O)n3C)c(C)o2)cc1OC | 7
O=C(CN1CCC(c2nnc(-c3ccc(F)cc3)o2)CC1)Nc1ccc(OC(F)(F)F)cc1 | -28
CCOC(=O)C(=NNc1ccc(Cl)cc1)Sc1nnnn1-c1ccc(C)cc1 | 3
O=C(NCC1CCCO1)C1CCCN(c2ccc(-c3ccco3)nn2)C1 (stereo not given) | 1
Cc1ccc(C23CC4CC(CC(NC(=O)NN(C)C)(C4)C2)C3)cc1 | 10
O=C(NN=Cc1nn(-c2ccccc2)cc1-c1ccccc1)c1ccncc1 | 6
CCOC(=O)C(C)Oc1ccc2oc(=O)cc(-c3cc4cccc(OC)c4o3)c2c1 (stereo not given) | -4
O=C(NCC1CCCO1)C(=O)Nc1ccc(OC(F)(F)F)cc1 (stereo not given) | -5
COc1ccc(C=Nn2c(C)nc3ccccc3c2=O)cc1 | 10
O=C(CC(=O)NN=Cc1c(F)cccc1Cl)NCc1ccccc1 | -16
O=C(COc1ccc(F)cc1)NCCC(O)c1cccc2ccccc12 (stereo not given) | -15
CCC(=O)Nc1ccc(S(=O)(=O)NCC2CCN(C(C)C)CC2)c(C)c1 | 3
CCn1c(SC/C=C\c2ccccc2)nnc1-c1cccs1 | -1&9
Cc1nc2scc(-c3cccc(NC(=O)c4ccc(Br)o4)c3)n2c(=O)c1C | -23
C/C(Cc1ccccc1OC(=O)c1ccccc1)=N/O | 6
Cc1noc(C)c1CC(=O)N1CCC(Oc2ccc(C(F)(F)F)cn2)CC1 | 4
O=C(CSC1c2ccccc2-c2ccccc21)NN=Cc1ccccc1C(=O)O | -4
CN1CCc2cc(C(CNC(=O)C(=O)Nc3ccc(F)cc3)N(C)C)ccc21 (stereo not given) | 7
Cc1cc2ncc(NC(=O)c3ccc(S(=O)(=O)N4CCCCC4)cc3)cn2n1 | -16
CCN(CC)CCN1C(=O)C(=O)C(=C(O)c2c(C)[nH]c(C(=O)OC)c2C)C1c1ccc(C)o1 (stereo not given) | 9
Cc1c(NC(=O)c2c[nH]c(=O)n(Cc3ccc4c(c3)OCO4)c2=O)c(=O)n(-c2ccccc2)n1C | -1
O=C(NNC(=O)c1ccco1)c1ccc(=O)n(Cc2ccc(Cl)cc2)c1 | 4
CC(=O)c1ccc(S(=O)(=O)NCCCn2ncccc2=O)cc1 | -13&-2
Cc1ccc2c(c1)N(C(=O)Cn1cccc(S(=O)(=O)N3CCC(C)CC3)c1=O)CCO2 | -12

(more compounds)
SMILES | SSB-PriA inh
O=C(Nc1ccc(Br)cc1)c1cc(S(=O)(=O)NCCC2=CCCCC2)ccc1F | -10
CCc1ccc(S(=O)(=O)NCC2CCN(c3nc4ccccc4o3)CC2)s1 | -5
Cc1nc2cc(NC(=O)Nc3ccc(Cl)cc3)ccc2n1-c1ccccc1 | -7
O=C(CSC1=Nc2cccnc2Nc2ccccc21)N1CCN(c2ccccc2)CC1 | 38*
COc1ccccc1NC(=O)C(=O)NCC1CCN(C(=O)c2cccnc2SC)CC1 | -15
Cc1cc(NC(=O)c2ccc3ccccc3c2)n(-c2nc3c(cnn3-c3cccc(Cl)c3)c(=O)[nH]2)n1 | -14
Cc1cc(C(N)=NOC(=O)c2ccccc2Cl)no1 | -8
COC(=O)c1ccc(NC(=O)CN(C(=O)N2CCN(C)CC2)S(=O)(=O)c2ccc(C)cc2)cc1 | -4
COc1ccc([N+](=O)[O-])cc1NC(=O)CCCSc1ccc(Cl)cc1 | -2
c1ccc2[nH]ncc2c1 | -13
Cc1c(C(Cc2ccccc2)=NO)c2ccccc2n1C | 19
O=C(Nc1nnc(-c2cccnc2)o1)c1cccc(N2C(=O)CCC2=O)c1 | 4
O=c1[nH]c(=S)ccn1-c1nc(-c2ccccc2)oc1-c1ccccc1 | 3
CN(Cc1c(C(=O)NN=Cc2ccccc2F)nnn1-c1nonc1N)c1ccccc1 | -4
CS[C@H]1CCN(C(=O)NC(c2ccccc2)c2ccccc2)C1 | -23
Cc1cc(C(=O)NCc2cccnc2-c2ccsc2)n(C)n1 | 5
CC(C)C(=O)NCc1ccnc(N(C)C)n1 | -39
O=C(CCc1csc(NC(=O)c2ccco2)n1)Nc1nc2ccc(Cl)cc2s1 | -15
CC1(C)N=C(SCC(=O)Nc2ccc(F)c(Cl)c2)C(c2ccccc2)=N1 | -17
CN1C(=O)C(=Cc2ccc(N3CCOCC3)cc2)C(=O)N(C)C1=O | -6
COc1cc(C)ccc1S(=O)(=O)NCCOc1ccc2c(c1)OCO2 | 5&19
O=C(NCc1cc(-c2ccc(F)cc2F)on1)c1ccc(=O)oc1 | -2
CC(=NNC(=O)CC(=O)NN=C(C)c1ccc([N+](=O)[O-])cc1)c1ccc([N+](=O)[O-])cc1 | -7
CCOC(=O)c1ccc(NC(=O)c2c(O)c3sccc3n(C)c2=O)cc1 | -7
CC(C)N1CCC(CNC(=O)Cc2cccs2)CC1 | -7

Next structures follow:
SMILES | SSB-PriA inh
Cc1cc(-c2n[nH]c(=S)n2N=C/C(Br)=C/c2ccccc2)n[nH]1 | -11
CN(C)c1ccc(OC2CCN(C(=O)c3ccco3)C2)nn1 (stereo not given) | -19
CS(=O)(=O)c1cccc(C(=O)Nc2nnc(-c3ccc(Br)s3)o2)c1 | 13
COc1ccc(Cl)cc1NC(=O)C1CN(S(=O)(=O)C2CC2)C1 | -11
NC(=O)Cn1nnn(-c2ccc(NC(=O)COc3ccccc3F)cc2)c1=O | 0
Cc1noc(C)c1CC(=O)N1CCC(n2ccnn2)CC1 | -9
COC(=O)Nc1ccc(S(=O)(=O)N2CC(Oc3nccs3)C2)cc1 | -7
Cc1ccc(Cn2c(CO)cnc2SCc2ccccc2F)cc1 | 17&24
O=C(NCCc1c[nH]c2ccccc12)C1CCCN(c2cc(C3CC3)ncn2)C1 (stereo not given) | 5
NC(=O)c1ccsc1NC(=O)CSc1ccccc1 | -4
CC(C)c1cccc2sc(N(CC3CCCO3)C(=O)c3ccn(C)n3)nc12 (stereo not given) | -18&-13
CCOc1ccc(C)cc1S(=O)(=O)N1CCN(c2ccccc2OC)CC1 | 7
Cc1ccc(-n2cc(C(=O)O)nn2)cc1 | 1
CCOc1ccccc1NC(=O)CSc1ccc(-c2ccccc2OC)nn1 | -7&0
O=C(NCCn1ccnc1-c1ncccn1)c1ccc2c(c1)OCO2 | 93*
COc1ccc(CNC(=O)NCC#CCN2CCOCC2)cc1OC | -6
COc1ccc(Cn2c(=O)c3oc4ccccc4c3n(Cc3cccc(C(F)(F)F)c3)c2=O)cc1 | -22
O=C(NP(=O)(N1CCOCC1)N1CCOCC1)C(Cl)(Cl)Cl | -3
COc1ccccc1Cn1ccn(CC(=O)Nc2cccc(C)c2)c(=O)c1=O | -29
O=C(Cc1cn(Cc2ccccc2)c2ccccc12)NCc1ccccn1 | -14
COc1ccc(S(=O)(=O)NCCN2CCN(c3ccccc3)CC2)c(OC)c1 | 0
CC(CC(C)C)=NOc1nc(C)cc(C)n1 | -9
Cc1noc(-c2cccn(Cc3ccccc3C#N)c2=O)n1 | -7
Cc1ccc(-c2cnc(SCC(=O)Nc3cc(Cl)ccc3C)o2)cc1C | -9
N#Cc1nccnc1OC1CCC(NC(=O)Cc2cccs2)CC1 (stereo not given) | -6

Gathered by group, the compounds so far containing a furan ring, fused or not (10)
SMILES | SSB-PriA inh
O=C(Nc1nnc(N=Cc2ccco2)s1)c1ccc(F)cc1 | -3
Cc1ccc(S(=O)(=O)c2nc(S(=O)(=O)Cc3ccccc3)sc2NCc2ccco2)cc1 | -10
O=C(NCC1CCCO1)C1CCCN(c2ccc(-c3ccco3)nn2)C1 (stereo not given) | 1
CCOC(=O)C(C)Oc1ccc2oc(=O)cc(-c3cc4cccc(OC)c4o3)c2c1 (stereo not given) | -4
Cc1nc2scc(-c3cccc(NC(=O)c4ccc(Br)o4)c3)n2c(=O)c1C | -23
CCN(CC)CCN1C(=O)C(=O)C(=C(O)c2c(C)[nH]c(C(=O)OC)c2C)C1c1ccc(C)o1 (stereo not given) | 9
O=C(NNC(=O)c1ccco1)c1ccc(=O)n(Cc2ccc(Cl)cc2)c1 | 4
O=C(CCc1csc(NC(=O)c2ccco2)n1)Nc1nc2ccc(Cl)cc2s1 | -15
CN(C)c1ccc(OC2CCN(C(=O)c3ccco3)C2)nn1 (stereo not given) | -19
COc1ccc(Cn2c(=O)c3oc4ccccc4c3n(Cc3cccc(C(F)(F)F)c3)c2=O)cc1 | -22

Further structures:
SMILES | SSB-PriA inh
CCC(C)=NNc1cccc([N+](=O)[O-])c1 | -4
COC(=O)Nc1ccc(S(=O)(=O)N2CCCC(C(=O)Nc3cccc(C(F)(F)F)c3)C2)cc1 (stereo not given) | -12
COc1ccccc1C(O)Cn1cc(C(=O)NC(C)CCc2ccco2)nn1 (stereo not given) | -2
Cc1cc(C)n(-c2ccc(C(=O)Nc3cc(C(F)(F)F)ccc3Cl)nn2)n1 | 8
CSc1ccc(CC(=O)Nc2nnc(-c3cc(C)n(C)n3)o2)cc1 | 13
COc1ccc(S(=O)(=O)CCC(=O)Nc2ccc(C)cc2C(=O)c2ccccc2)cc1 | -3&16
Cc1ccc(OCCCC(=O)Nc2ccc(C(N)=O)cc2)c(C)c1 | -22
O=C(C(=NO)n1cncn1)c1ccc(Br)cc1Br | -4
CCOC(=O)NC[C@]1(OC)CCSC1 | -34
CC1(C)Cc2cccc(OCC(=O)NCC3CCN(c4ccncc4)CC3)c2O1 | 6
COc1ccc(NC(C)=O)cc1NC(=O)CCCn1nc(-c2ccco2)ccc1=O | -11
COc1ccc(NC(=O)Cc2csc(NC(=O)Nc3ccc(C)cc3)n2)cc1OC | 6
O=C(Nc1ccccc1Cc1nc(-c2cccs2)no1)c1c[nH]c(=O)c(Cl)c1 | -8
COC(=O)c1ccc(COc2coc(CN3CCN(c4ccccc4F)CC3)cc2=O)o1 | 6
C=CCn1c(=NC(=O)CSCC(=O)N2CCN(C(=O)OCC)CC2)sc2cc(Cl)ccc21 | 8
CCCOc1nn(CCC)cc1C(=O)Nc1ccccc1SC | -5
COc1ccc(C2(CNS(=O)(=O)CC34CCC(CC3=O)C4(C)C)CCCC2)cc1 (stereo not given) | -7
CCOC(=O)c1c(C)[nH]c2c(C)cc(C)cc2c1=O | -13
O=C1CC(c2ccccc2)[Se]C(c2ccccc2)C1 (stereo not given) | -5
O=C(COc1ccc(F)cc1)NCC#CCN1CCCCC1 | -8
CN1CCN(C(=O)N2CCC[C@H](Oc3cnccn3)C2)CC1 | -15
COc1cc(/C=C/C(=O)Nc2nc3ccc4sc(C)nc4c3s2)cc(OC)c1OC | -11

3 entries from above, arranged by SMILES length, highest first:
SMILES | SSB-PriA inh
COc1ccccc1C(O)Cn1cc(C(=O)NC(C)CCc2ccco2)nn1 (stereo not given) | -2
CSc1ccc(CC(=O)Nc2nnc(-c3cc(C)n(C)n3)o2)cc1 | 13
CN1CCN(C(=O)N2CCC[C@H](Oc3cnccn3)C2)CC1 | -15

A portion of the library (hit frequency here may not be typical).
